IDH1 R132H inh = IDH1 R132H (human) inhibition. O75874. actives 0.18% (n = 70,000). AID 624101. inhibition, % at 10 µM. IDH1 R132H reductase, diaphorase/resazurin fluorescence, 60 min; in the data active means inhibition above about 34%;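 further: 0% = DMSO and 100% = no enzyme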
Target sequence (O75874 whole entry R132H): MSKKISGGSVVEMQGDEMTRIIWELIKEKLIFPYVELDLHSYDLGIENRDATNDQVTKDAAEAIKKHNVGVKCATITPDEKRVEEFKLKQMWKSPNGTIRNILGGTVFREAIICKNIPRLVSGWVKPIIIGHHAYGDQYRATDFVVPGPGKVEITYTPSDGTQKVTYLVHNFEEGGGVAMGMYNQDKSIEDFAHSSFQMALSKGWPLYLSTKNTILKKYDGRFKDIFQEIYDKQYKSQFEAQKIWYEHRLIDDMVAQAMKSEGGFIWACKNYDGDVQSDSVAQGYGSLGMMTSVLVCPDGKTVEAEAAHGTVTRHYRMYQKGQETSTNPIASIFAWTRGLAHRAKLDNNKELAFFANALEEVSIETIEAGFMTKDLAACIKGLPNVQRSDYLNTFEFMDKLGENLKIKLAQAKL
EZH2 inh = EZH2 (human) methyltransferase inhibition; inhibition, % at 12.5 µM; actives 0.35% (n = 57,000); Q15910; PRC2 H3K27 methylation, DELFIA TRF, 1 h;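 active means mean inhibition of replicates at least 50% and every single replicate also reaching 50%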;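 further: dimethyl H3K27 on biotinylated H3 21-44 peptide detected by antibody; plate controls were median neutral control wells for no effect and median positive control wells for full effect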
Starred values were filed as active, the others as inactive. Some of the compounds tested (hit frequency here may not be typical).

`CO[C@@H]1CN(C)C(=O)c2ccc(NC(C)=O)cc2OC[C@@H](C)N(C(=O)CC2CC2)C[C@@H]1C` gave IDH1 R132H inh 0.5 and EZH2 inh 6.
For C[C@@H]1CN([C@@H](C)CO)S(=O)(=O)c2ccc(-c3ccccc3)cc2O[C@H]1CN(C)C(=O)c1ccc2c(c1)OCO2 the results were IDH1 R132H inh 0.5 and EZH2 inh 8.
COc1cc(OC)c(C(=O)/C=C/c2ccccc2)c(O)c1O was read as IDH1 R132H inh 5.3 and EZH2 inh 13.
Screening C[C@H]1CN([C@@H](C)CO)C(=O)c2cccc(NC(=O)NC3CCCCC3)c2O[C@@H]1CN(C)Cc1ccc2c(c1)OCO2 returned IDH1 R132H inh 3.3 and EZH2 inh 0.
Screening CCC(=O)N(C)C[C@H]1Oc2ncc(C#Cc3ccccc3OC)cc2C(=O)N([C@H](C)CO)C[C@@H]1C returned IDH1 R132H inh -0.5.
Screening CO[C@H]1CC[C@@H]2CCN(C)C(=O)[C@H](C)[C@@H](OC)CN(C)C(=O)c3cccc(C#N)c3OC[C@H]1O2 returned IDH1 R132H inh -0.2 and EZH2 inh -13.
For C[C@@H]1CN([C@H](C)CO)C(=O)Cc2cc(NC(=O)Nc3ccccc3)ccc2O[C@@H]1CN(C)S(=O)(=O)c1ccc(F)cc1 the results were IDH1 R132H inh 1.2 and EZH2 inh -22.
For C[C@@H]1CN([C@@H](C)CO)S(=O)(=O)c2ccc(C3=CCCCC3)cc2O[C@@H]1CN(C)C(=O)C1CCCCC1 the results were EZH2 inh -17.
Screening O=C(C[C@H]1C[C@@H]2c3cc(NC(=O)NC4CCCC4)ccc3O[C@@H]2[C@H](CO)O1)NCc1ccc(-c2ccccc2)cc1 returned IDH1 R132H inh 0.2 and EZH2 inh -8.
CO[C@@H]1CN(C)C(=O)c2ccc(NC(=O)Cc3ccccc3)cc2OC[C@H](C)NC[C@@H]1C was read as IDH1 R132H inh 0.4 and EZH2 inh 2.
CCC(=O)N(C)C[C@H]1Oc2cc(-c3cccnc3)ccc2S(=O)(=O)N([C@@H](C)CO)C[C@H]1C was read as IDH1 R132H inh 2.6 and EZH2 inh -1.
`Cc1ccc(S(=O)(=O)Nc2ccc3c(c2)C(=O)N([C@@H](C)CO)C[C@H](C)[C@@H](CN(C)CC2CC2)O3)cc1` gave IDH1 R132H inh -0.3 and EZH2 inh 2.
`COc1ccc(NC(=O)N(C)C[C@H]2Oc3ncc(C#C[C@@H](C)O)cc3C(=O)N([C@@H](C)CO)C[C@@H]2C)cc1` gave EZH2 inh 25.
For C[C@@H]1CN([C@H](C)CO)C(=O)c2cc(Br)cnc2O[C@H]1CN(C)Cc1cccc(F)c1 the results were IDH1 R132H inh 0.0 and EZH2 inh -10.
Screening C[C@@H]1CN([C@H](C)CO)C(=O)CCCn2nncc2CO[C@@H]1CN(C)Cc1ccc(C(F)(F)F)cc1 returned IDH1 R132H inh 0.0 and EZH2 inh 0.
For O=C(C[C@H]1C[C@H]2c3cc(NC(=O)NC4CCCC4)ccc3O[C@H]2[C@H](CO)O1)NCc1ccc(Cl)cc1 the results were IDH1 R132H inh 0.1 and EZH2 inh -3.
Screening O=C(C[C@@H]1CC[C@H](NC(=O)NC2CCCCC2)[C@H](CO)O1)NCc1ccccc1 returned IDH1 R132H inh 0.0 and EZH2 inh -12.
For O=C(N[C@@H]1CC[C@H](CCNC(=O)c2ccccc2F)O[C@H]1CO)c1ccc2c(c1)OCO2 the results were IDH1 R132H inh 0.0 and EZH2 inh 5.
`O=C(C[C@@H]1C[C@@H]2c3cc(NC(=O)CC4CC4)ccc3O[C@@H]2[C@H](CO)O1)NCc1ccccn1` gave IDH1 R132H inh 0.1 and EZH2 inh 1.
For C[C@H](CO)N1C[C@H](C)[C@@H](CN(C)C(=O)Nc2ccc(F)cc2)Oc2ccc(NC(=O)CCCCCC(=O)Nc3ccccc3N)cc2C1=O the results were IDH1 R132H inh -0.2 and EZH2 inh 12.
For CO[C@H]1CN(C)C(=O)c2ccc(NS(C)(=O)=O)cc2OC[C@H](C)N(C(=O)CN(C)C)C[C@H]1C the results were IDH1 R132H inh -0.2 and EZH2 inh -5.
Screening CNC[C@H]1OCCCC[C@H](C)Oc2ccc(NC(=O)Nc3ccc(F)cc3)cc2C(=O)N([C@H](C)CO)C[C@@H]1C returned IDH1 R132H inh 3.4 and EZH2 inh -4.
For C[C@H](CO)N1C[C@H](C)[C@@H](CN(C)C(=O)Nc2ccc3c(c2)OCO3)Oc2c(NC(=O)Nc3ccc(F)cc3)cccc2C1=O the results were IDH1 R132H inh 2.0.
For Cc1ccc(S(=O)(=O)Nc2ccc3c(c2)C(=O)N([C@@H](C)CO)C[C@@H](C)[C@@H](CN(C)C(=O)Cc2ccccc2)OCCCC[C@H](C)O3)cc1 the results were IDH1 R132H inh 0.5.
For CO[C@H]1CN(C)C(=O)c2cc(NC(C)=O)ccc2OC[C@@H](C)NC[C@H]1C the results were IDH1 R132H inh 0.7 and EZH2 inh 8.
For CO[C@H](CN(C)CC1CCOCC1)[C@@H](C)CN(C(=O)Nc1ccc(F)cc1)[C@H](C)CO the results were IDH1 R132H inh 0.2 and EZH2 inh 4.
Screening C[C@H](CO)N1C[C@H](C)[C@@H](CN(C)C(=O)C2CCOCC2)Oc2ncc(-c3cccc(C#N)c3)cc2C1=O returned IDH1 R132H inh -0.8 and EZH2 inh -3.
`CN1CCN(C(=O)C[C@H]2C[C@@H]3c4cc(NS(C)(=O)=O)ccc4O[C@@H]3[C@@H](CO)O2)CC1` gave IDH1 R132H inh 0.1 and EZH2 inh 9.
Screening Cc1ccc(-c2ccc3c(c2)O[C@@H](CN(C)Cc2cccnc2)[C@@H](C)CN([C@H](C)CO)S3(=O)=O)cc1 returned EZH2 inh -4.
For Cc1ccc(S(=O)(=O)Nc2cccc3c2O[C@@H](CN(C)Cc2ccncc2)[C@H](C)CN([C@@H](C)CO)C3=O)cc1 the results were EZH2 inh -14.
CN(Cc1ccccc1)C(=O)C(Cc1ccc2ccccc2c1)NC(=O)C1CCCN1C(=O)Nc1ccccc1[N+](=O)[O-] (stereo not given) was read as IDH1 R132H inh -0.1.
`O=c1c(F)cn(CC2CC(c3ccccc3)=NO2)c(=O)n1CC1CC(c2ccccc2)=NO1` (stereo not given) gave IDH1 R132H inh -0.8 and EZH2 inh 5.
`C[C@@H]1CN([C@@H](C)CO)C(=O)c2cc(NC(=O)Nc3ccc(C(F)(F)F)cc3)ccc2O[C@@H](C)CCCCO[C@H]1CN(C)S(=O)(=O)c1ccc(Cl)cc1` gave IDH1 R132H inh -0.3.
C[C@@H]1CN([C@@H](C)CO)C(=O)c2cc(NC(=O)CCCN(C)C)ccc2O[C@@H](C)CCCCO[C@@H]1CN(C)C was read as IDH1 R132H inh 4.1 and EZH2 inh 6.
For C[C@H](CO)N1C[C@H](C)[C@@H](CN(C)C(=O)Nc2ccc(C(F)(F)F)cc2)Oc2ccc(NC(=O)Nc3cccc4ccccc34)cc2C1=O the results were IDH1 R132H inh 2.0.
For C[C@@H]1CN([C@H](C)CO)C(=O)c2cc(C#Cc3ccccc3F)cnc2O[C@H]1CN(C)S(=O)(=O)c1ccccc1 the results were IDH1 R132H inh -0.1 and EZH2 inh 10.
Screening Cc1noc(C)c1S(=O)(=O)Nc1cccc2c1O[C@@H](CN(C)C(=O)Nc1ccc(F)cc1)[C@@H](C)CN([C@@H](C)CO)C2=O returned IDH1 R132H inh 2.7.
`CCC(=O)N(C)C[C@@H]1Oc2cc(C#CC(C)C)ccc2S(=O)(=O)N([C@H](C)CO)C[C@H]1C` gave IDH1 R132H inh -0.1 and EZH2 inh -16.
Screening C[C@H]1CN([C@@H](C)CO)C(=O)Cc2cc(NC(=O)Cn3cnnn3)ccc2O[C@@H]1CN(C)Cc1ccc(C(F)(F)F)cc1 returned IDH1 R132H inh -0.1 and EZH2 inh -13.
`COC(=O)CCCCCCC(=O)N/N=C/c1ccc(F)c(Oc2ccccc2)c1` gave IDH1 R132H inh -0.2 and EZH2 inh 29.
Screening COc1ccccc1-c1cnc2c(c1)C(=O)N([C@H](C)CO)C[C@@H](C)[C@H](CN(C)C)O2 returned IDH1 R132H inh 16 and EZH2 inh -9.
For COc1ccccc1CNC(=O)C[C@H]1C[C@@H]2c3cc(NC(=O)Nc4ccc(C(F)(F)F)cc4)ccc3O[C@@H]2[C@@H](CO)O1 the results were IDH1 R132H inh 1.0 and EZH2 inh -10.
Screening C[C@H]1CCCCO[C@H](CN(C)C(=O)CCC(F)(F)F)[C@@H](C)CN([C@@H](C)CO)C(=O)c2cc(N(C)C)ccc2O1 returned IDH1 R132H inh -2.4 and EZH2 inh -2.
`C[C@@H]1CCCCO[C@@H](CN(C)C(=O)Nc2ccc3c(c2)OCO3)[C@@H](C)CN([C@@H](C)CO)C(=O)c2cc(N(C)C)ccc2O1` gave EZH2 inh -1.
For C[C@@H]1CN([C@@H](C)CO)C(=O)c2cc(N(C)C)ccc2O[C@H]1CN(C)Cc1ccc(Oc2ccccc2)cc1 the results were EZH2 inh 19.
COc1ccccc1NC(=O)CCC(=O)c1ccc(C)cc1 was read as IDH1 R132H inh -0.5 and EZH2 inh 3.
`COc1cc2c(cc1-c1coc3cc(O[C@@H]4O[C@H](CO)[C@@H](O)[C@H](O)[C@H]4O)ccc3c1=O)OCO2` gave IDH1 R132H inh 0.4.
For CC(C)Cc1ccc(CN2CC[C@@H](NS(=O)(=O)c3ccccc3)C2)cc1 the results were EZH2 inh 8.
NCC[C@H]1CC[C@H](NC(=O)c2ccccc2F)[C@H](CO)O1 was read as IDH1 R132H inh -0.2 and EZH2 inh 4.
`C[C@H]1CN([C@@H](C)CO)C(=O)c2cccc(NS(C)(=O)=O)c2O[C@H]1CN(C)Cc1ccccc1` gave IDH1 R132H inh -3.2 and EZH2 inh 4.
CO[C@@H]1CN(C)C(=O)c2cc(NC(=O)c3ccc(F)cc3)ccc2OC[C@@H](C)N(C(=O)CN(C)C)C[C@H]1C was read as IDH1 R132H inh 0.1 and EZH2 inh 2.
For C[C@H](CO)N1C[C@H](C)[C@H](CN(C)C(=O)c2ccccc2)Oc2ncc(C3=CCCC3)cc2C1=O the results were IDH1 R132H inh 0.4 and EZH2 inh 19.
COc1ccc(S(=O)(=O)N(C)C[C@@H]2OCCCC[C@H](C)Oc3ccc(NC(=O)Nc4ccccc4)cc3C(=O)N([C@@H](C)CO)C[C@H]2C)cc1 was read as IDH1 R132H inh -0.2.
Screening O=C(N[C@H]1CC[C@@H](CCNS(=O)(=O)c2ccc(F)cc2)O[C@H]1CO)c1cccc(F)c1 returned IDH1 R132H inh 0.1 and EZH2 inh -6.
For CC(C)NC(=O)N[C@@H]1CC[C@@H](CC(=O)NC2Cc3ccccc3C2)O[C@H]1CO the results were IDH1 R132H inh 0.1 and EZH2 inh 11.
CO[C@H]1CN(C)C(=O)c2ccc(NS(=O)(=O)c3ccc(Cl)cc3)cc2OC[C@H](C)N(C(=O)NC(C)C)C[C@H]1C was read as IDH1 R132H inh 0.1 and EZH2 inh 8.
Screening CCOC(=O)c1c(NC(=O)CN2CCOCC2)sc2c1CCCC2 returned IDH1 R132H inh 0.8 and EZH2 inh -1.
For C[C@H]1CN([C@@H](C)CO)C(=O)Cc2cc(NC(=O)Nc3ccc(C(F)(F)F)cc3)ccc2O[C@@H]1CN(C)S(=O)(=O)c1ccccc1 the results were IDH1 R132H inh 1.6.
COCC(=O)N1C[C@H](C)[C@H](OC)CN(C)C(=O)c2cc(NC(=O)c3ccc(OC)cc3)ccc2OC[C@@H]1C was read as IDH1 R132H inh 0.6 and EZH2 inh 1.
Screening C[C@@H]1CN([C@H](C)CO)C(=O)c2cc(C#Cc3ccccc3F)cnc2O[C@H]1CN(C)C(=O)Cc1cccnc1 returned EZH2 inh -12.

Entries listed so far containing a CF3 group:
Screening C[C@@H]1CN([C@H](C)CO)C(=O)CCCn2nncc2CO[C@@H]1CN(C)Cc1ccc(C(F)(F)F)cc1 returned IDH1 R132H inh 0.0 and EZH2 inh 0.
`C[C@@H]1CN([C@@H](C)CO)C(=O)c2cc(NC(=O)Nc3ccc(C(F)(F)F)cc3)ccc2O[C@@H](C)CCCCO[C@H]1CN(C)S(=O)(=O)c1ccc(Cl)cc1` gave IDH1 R132H inh -0.3.
For C[C@H](CO)N1C[C@H](C)[C@@H](CN(C)C(=O)Nc2ccc(C(F)(F)F)cc2)Oc2ccc(NC(=O)Nc3cccc4ccccc34)cc2C1=O the results were IDH1 R132H inh 2.0.
Screening C[C@H]1CN([C@@H](C)CO)C(=O)Cc2cc(NC(=O)Cn3cnnn3)ccc2O[C@@H]1CN(C)Cc1ccc(C(F)(F)F)cc1 returned IDH1 R132H inh -0.1 and EZH2 inh -13.
For COc1ccccc1CNC(=O)C[C@H]1C[C@@H]2c3cc(NC(=O)Nc4ccc(C(F)(F)F)cc4)ccc3O[C@@H]2[C@@H](CO)O1 the results were IDH1 R132H inh 1.0 and EZH2 inh -10.
Screening C[C@H]1CCCCO[C@H](CN(C)C(=O)CCC(F)(F)F)[C@@H](C)CN([C@@H](C)CO)C(=O)c2cc(N(C)C)ccc2O1 returned IDH1 R132H inh -2.4 and EZH2 inh -2.
For C[C@H]1CN([C@@H](C)CO)C(=O)Cc2cc(NC(=O)Nc3ccc(C(F)(F)F)cc3)ccc2O[C@@H]1CN(C)S(=O)(=O)c1ccccc1 the results were IDH1 R132H inh 1.6.

New compounds follow:
Screening Cc1ccc(NC(=O)CSc2n[nH]c(CC(C)C)n2)cc1 returned IDH1 R132H inh -0.8 and EZH2 inh -6.
Screening C[C@@H]1CN([C@H](C)CO)C(=O)Cc2cc(NC(=O)Cc3cn(C)c4ccccc34)ccc2O[C@@H]1CN(C)C(=O)Nc1ccccc1 returned EZH2 inh -14.
Screening Cc1ccc(S(=O)(=O)Nc2ccc3c(c2)C(=O)N([C@@H](C)CO)C[C@@H](C)[C@@H](CN(C)Cc2ccc(C(F)(F)F)cc2)O3)cc1 returned IDH1 R132H inh 3.0.
`CC(C)NC(=O)N(C)C[C@H]1OCc2cn(nn2)CCCC(=O)N([C@H](C)CO)C[C@H]1C` gave IDH1 R132H inh -0.9 and EZH2 inh -3.
`COc1ccc(NC(=O)N[C@@H]2CC[C@H](CCNC(=O)c3cc(Cl)cc(Cl)c3)O[C@H]2CO)cc1` gave IDH1 R132H inh 0.0 and EZH2 inh -6.

Source: PubChem (Broad Institute)
